IAP activation – activators of mouse IAP, confirmation, biochemical, luminescence, single concentration (AID 434970) | activity change, negative = activation, % at 10 µM | purified mouse IAP, CDP-Star luminescence, 30 min; stronger effect = lower value | 11,000 tested, 2.9% active; in the data active means activity change below about -85%;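 further: percent relative to enzyme plus DMSO wells and wells without enzyme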
IAP activation Fold change – second read-out of IAP activation, no call of its own (marks repeat the call); activation factor; measured here: IAP activation factor; stronger effect = higher value;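 fold luminescence change scaled to plate control wells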
An asterisk follows results filed as active. Not all compounds are listed, so the mix of outcomes need not match the whole.

SMILES | IAP activation | IAP activation Fold change
COC(=O)c1ccc(Cl)c(NS(=O)(=O)c2ccc3c(c2)OCCO3)c1 | 1 | 0.99
COc1ccc(CN2CCC(n3nccc3NC(=O)CCCc3ccccc3)CC2)cc1C | -140* | 2.4*
S=c1[nH]nc(-c2cc(-c3ccco3)[nH]n2)n1-c1ccccc1Cl | 74 | 0.26
O=C(Nc1nccs1)c1csc2c1CCCC2 | 0 | 1
CCOc1ccc(C(=O)NC2CCN(C(=O)NCc3ccccc3)CC2)cc1 | 0 | 1
CCC(C)NC(=O)C1c2cc(OC)c(OC)cc2C(=O)N(C)C1c1cccs1 (configuration not stated) | 4 | 0.96
CN(CC(=O)NCc1ccc(Cl)cc1)S(=O)(=O)c1cccc2nsnc12 | 0 | 1
COc1ccc(C(F)(F)F)cc1N/C=C\c1nnnn1-c1ccccc1 | 3 | 0.97
O=S(=O)(c1ccc(Cl)cc1)N1CCCC1c1nc2ccccc2s1 (configuration not stated) | -2 | 1
CSc1ccccc1NC(=O)Nc1ccc(F)c(Cl)c1 | -83 | 1.8
CC(C)N(C(=O)CSc1nnc(NC(=O)C2CCC2)s1)C(C)C | 5 | 0.95
CCOC(=O)N1CCN(C(=O)COc2ccccc2Cl)CC1 | -3 | 1
COC(=O)c1ccc(CSc2nnnn2C)o1 | 4 | 0.96
O=C(COC(=O)c1ccc(N2CCCC2=O)cc1)NCc1ccco1 | -9 | 1.1
CCOc1ncccc1C(=O)Nc1ccccc1C(=O)NCc1ccc2c(c1)OCO2 | 8 | 0.92
CCCN1C(=O)/C(=C/c2ccc(N3CCCC3)c(C)c2)NC1=S | 15 | 0.85
CCN(CC)c1ccc(NC(=O)COC(=O)C23CCC(=O)N2c2ccccc2S3)cc1 (configuration not stated) | -13 | 1.1
COc1ccc(C2/C=C\CC(NC(=O)OCC3c4ccccc4-c4ccccc43)CC(=O)N2Cc2ccccc2F)cc1 (configuration not stated) | -2 | 1
Brc1cccc(-c2nnco2)c1 | 2 | 0.98
N#Cc1cc([N+](=O)[O-])ccc1Oc1cccc(/C=N/NC(=O)c2ccc(Cl)cc2)c1 | 2 | 0.98
CCn1c(CSc2nc3ccccc3s2)nnc1SCC(=O)c1ccc(O)c(O)c1 | 47 | 0.53
CSc1ccc(Cl)c(C(=O)OCC(=O)NC2CC2)c1 | 8 | 0.93
CCOC(=O)c1cc2c(ccn2C)n1CC(=O)N1CCN(c2cccc(C(F)(F)F)c2)CC1 | 10 | 0.9
CCCCCC(=O)N1CCN(CCN=CC2=C(O)CC(c3ccco3)CC2=O)CC1 (configuration not stated) | 3 | 0.97
CCOC(=O)CNC(=O)C(=O)c1c(O)[nH]c2ccccc12 | 8 | 0.92
CC(C)CNC(=S)N1CCC(NC(=O)C23CC4CC(CC(C4)C2)C3)CC1 | -2 | 1
CCCCCC1CC1C(=O)N/N=C/c1ccc(N(C)C)cc1 (configuration not stated) | 2 | 0.98
CCOC(=O)/C(C#N)=C/C=C1\C=Cc2ccccc2N1CC | 10 | 0.9
CCOCCn1c(N(C)Cc2ccccc2)nc2c1c(=O)[nH]c(=O)n2C | -7 | 1.1
Cc1ccc(NC(=O)c2ccc(CN3CCc4ccccc4C3)cc2)cc1 | 9 | 0.91
O=C(Cn1cnc2ccccc2c1=O)NCCC(=O)Nc1ccc2c(c1)OCCO2 | 3 | 0.97
COc1ccc2[nH]c3c(c2c1)CCN1C(=O)C(CC(=O)NCCCN(C)C)C[C@H](C(=O)N2CCCCC2)[C@@]31C (some centres not stated) | 0 | 1
CC(=O)c1coc2c1cc(O)c1ccccc12 | 13 | 0.87
C[C@@H]1C(c2ccccc2)=NN(c2ccc(Br)cc2)[C@H]1C(=O)N1CCOC1=O | 5 | 0.95
Cc1ccc(NC(=O)c2sccc2-n2cccc2)c(C)c1 | 3 | 0.97
CCOc1ccc(NC(=O)CC2NCCNC2=O)cc1 (configuration not stated) | -2 | 1
COc1ccc(-c2nc3n(n2)C(c2ccncc2)C(C(N)=O)=C(C)N3)cc1 (configuration not stated) | 2 | 0.98
CCn1nnc(NC(=O)c2cc(Cl)c(OC)c(Cl)c2)n1 | -2 | 1
CN(C)C(=O)CCc1ccc2c3c([nH]c2c1)[C@]1(C)[C@@H](C(=O)N2CCOCC2)C[C@H](CC(=O)NCCC2=CCCCC2)C(=O)N1CC3 | -2 | 1
O=C(COc1ccc([N+](=O)[O-])cc1)NNC(=O)Nc1ccccc1F | -19 | 1.2
O=C(O)c1ccc(CNc2ccccc2C(=O)O)cc1 | 0 | 1
CCOC(=O)CCc1c(C)c(C#N)c2nc3ccccc3n2c1-n1cnc2ccccc21 | -2 | 1
CN[C@@H](C)C(=O)NC[C@H]1O[C@@H](n2cnc3c(N)ncnc32)[C@H](O)[C@@H]1O | -1 | 1
O=C(CCCSc1nc2ccccc2[nH]1)NCc1ccco1 | 6 | 0.94
COC(=O)c1cn(NC(=O)C2CCCO2)c(=O)c2ccccc12 (configuration not stated) | -3 | 1
C[C@H](CO)N1C[C@H](C)[C@@H](CN(C)C(=O)Nc2ccc(C(F)(F)F)cc2)Oc2ccc(NC(=O)NC3CCCCC3)cc2C1=O | -76 | 1.8
C[C@H](CO)N1C[C@H](C)[C@@H](CN(C)C(=O)Nc2ccc3c(c2)OCO3)Oc2ccc(NC(=O)NC3CCCCC3)cc2C1=O | -66 | 1.7
COC(=O)c1sccc1NC(=O)CCC1CCCCC1 | 6 | 0.94
COc1ccc(C2C(C(=O)N3CCN(c4ccccc4)CC3)c3ccccc3C(=O)N2C)cc1 (configuration not stated) | 2 | 0.98
CC[C@]12c3[nH]c4ccc(OC)cc4c3CCN1C(=O)C(CC(=O)NCCC1=CCCCC1)C[C@@H]2C(=O)N1CCN(C(=O)C2CC2)CC1 (some centres not stated) | -1 | 1

Other structures follow:
SMILES | IAP activation | IAP activation Fold change
Cc1cc(C)cc(NC(=S)NCc2ccc3[nH]c4c(c3c2)CCCC4)c1 | -46 | 1.5
COC(=O)c1ccc(NC(=O)C23CC4CC(C2)CC(n2cnc(Cl)n2)(C4)C3)cc1 | -3 | 1
O=c1oc2c(Cl)cc(Cl)cc2cc1-c1nnc(Nc2ccccc2F)s1 | 7 | 0.93
Cn1cc(CNC(=O)COc2ccc(Cl)cc2Cl)cn1 | -4 | 1
Cc1ccc(NC(=O)CCNS(=O)(=O)c2ccc3[nH]c(=O)oc3c2)cc1F | 51 | 0.49
Clc1ccc(Oc2nnnn2-c2ccccc2)cc1 | 2 | 0.98
CC1CC(C)CN(C(=O)COC(=O)CNS(=O)(=O)/C=C/c2ccccc2)C1 (configuration not stated) | 5 | 0.95
O=C(CSc1ccsc1[N+](=O)[O-])NCCc1ccccc1 | 13 | 0.87
O=C(OC(C(=O)NC1CCCC1)c1cccnc1)C1=Cc2ccccc2OC1 (configuration not stated) | 7 | 0.93
COC(=O)c1ccccc1NC(=O)CSc1nnnn1-c1ccc(C)cc1C | -2 | 1
O=C(NCc1ccc(F)cc1)C(c1ccncc1)N(C(=O)c1csnn1)C1CC1 (configuration not stated) | 9 | 0.91
COc1nc(-c2ccccc2)ccc1-c1noc(-c2ccco2)n1 | 4 | 0.96
CCCCCCNc1c([N+](=O)[O-])cc(C)cc1[N+](=O)[O-] | 21 | 0.79
CCOc1ccc(C(C)=O)cc1Cn1nc(C(=O)O)c2ccccc2c1=O | 2 | 0.98
CC(=O)/C(=N\Nc1ccccc1)Oc1ccc([N+](=O)[O-])cc1 | 24 | 0.76
Nc1ccc2nc(-c3ccccc3)[nH]c2c1 | 0 | 1
O=C(CCCOc1ccc(Cl)cc1)N1CCCCCC1 | -2 | 1
COc1nc(NCCC2=CCCCC2)nc(OC)n1 | 6 | 0.94
O=C(Nc1ccc(Cl)cc1)OCc1ccccn1 | -56 | 1.6
CCOC(=O)C1Oc2ccccc2C(c2ccc(OC)cc2)=C1C(=O)OC (configuration not stated) | 9 | 0.91
CC1(C)CC(=O)C2=C(C1)N(Cc1cccnc1)C(=O)C2(NC(=O)c1ccc(F)cc1)C(F)(F)F (configuration not stated) | -4 | 1
NC(=O)CSc1nc(O)cc(=O)n1-c1ccccc1 | -3 | 1
CCCC(=O)NCc1cc(-c2nn(C)c(=O)c3ccccc23)ccc1C | 9 | 0.91
Cc1ccc(S(=O)(=O)Nc2ccc(=O)n(Cc3ccc(Cl)c(Cl)c3)c2)cc1 | 12 | 0.88

Compound activity from PubChem.
